KB-V1 MDR tox: kills drug-selected multidrug resistant KB-V1 cells. KB-V1 MDR cells viability, CellTiter-Glo, 72 h. Potency, µM (highest dose often 46.1 µM), for the others: at the top dose activity change, negative = cytotoxicity, most hits filed as cytotoxic. hit rate 3.4% among 400,000. AID 1347076; note: potency is the fitted concentration of half-maximal effect; % is set by controls: 0 for no effect and ±100 for the full control effect; nearly all actives have a fitted effect of over 60% in size
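In this primary screen, KB-V1 cells overexpressing P-gp are incubated with library compounds (lowest to highest concentration) for 72 h at 37 degrees C before a luminescent ATP viability read.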
KB-3-1 tox: KB-3-1 parental cell cytotoxicity; Potency, µM (titrated, usually from 46.1 µM), inactives show at the top dose activity change, negative = cytotoxic, actives largely listed as cytotoxic; hit rate 1.4% among 400,000; KB-3-1 viability, CellTiter-Glo ATP luminescence, 72 h; note: potency is the fitted concentration of half-maximal effect; % is set by controls: 0 for no effect and ±100 for the full control effect; nearly all actives have a fitted effect of over 60% in size
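Viability of parental KB-3-1 cells, measured by CellTiter-Glo luminescence, followed a 72 h incubation at 37 °C with pinned compounds in phenol-red-free DMEM containing 10% FBS.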
SW480 rereplic: induces DNA re-replication in SW480 colon adenocarcinoma cells. hit rate 1.8% among 340,000. Potency, µM (highest dose often 46.1 µM), without a hit: top-dose re-replication activation, actives largely listed as activators. SW480 DNA re-replication, Hoechst DNA content imaging, 48 h. AID 624297; note: potency is the fitted concentration of half-maximal effect; % of control where 0% means no effect; nearly all actives have a fitted effect of over 55% in size
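Readout is total intensity of Hoechst-stained nuclei, excited at 405 nm and collected at 500-530 nm. Compound treatment lasted 48 hr at 37 C in 5% CO2 before staining.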
DRD3 agonist: agonists of human D3 dopamine receptor; D3R DiscoveRx beta-arrestin cells, luminescence, 90 min; max activation, %; hit rate 0.58% among 410,000; in the data active = max activation above about 30%; note: 0% is about no effect; mostly tested at two doses, the higher about 12 µM
Target sequence (P35462 whole entry, looked up): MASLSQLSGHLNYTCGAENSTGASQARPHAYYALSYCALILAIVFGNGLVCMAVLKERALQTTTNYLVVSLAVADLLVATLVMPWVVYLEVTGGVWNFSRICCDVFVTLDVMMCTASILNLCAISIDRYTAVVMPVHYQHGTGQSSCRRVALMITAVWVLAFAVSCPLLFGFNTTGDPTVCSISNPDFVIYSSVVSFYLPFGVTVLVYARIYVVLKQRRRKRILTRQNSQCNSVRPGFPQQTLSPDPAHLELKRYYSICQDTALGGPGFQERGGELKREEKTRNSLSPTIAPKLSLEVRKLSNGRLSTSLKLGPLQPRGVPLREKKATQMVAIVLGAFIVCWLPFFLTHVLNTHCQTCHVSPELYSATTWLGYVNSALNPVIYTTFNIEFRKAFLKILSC
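Agonist mode: compounds and dopamine controls were applied to plated cells for 90 min at 37 degrees C after an overnight attachment at 1500 cells/well. Luminescent read-out followed 30 - 60 minutes at room temperature with DiscoveRx detection reagent.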
HT1080 IDH1KD tx: kills HT-1080 cells with IDH1 knockdown | HT-1080 IDH1 knockdown viability, ATP luminescence, 48 h | Potency, µM (top dose mostly 46.1 µM), for inactives: at the top dose activity, negative = toxicity, most hits filed as cytotoxic | hit rate 2% among 360,000;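 note: potency is the fitted concentration of half-maximal effect; 0% = DMSO wells and -100% = cell-free medium wells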
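Viability of IDH1-knockdown HT-1080 fibrosarcoma cells was assessed by CellTiter-Glo after 48 h at 37 °C with titrated compound; concentration-effect curves were classified by fit quality and response size.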
MCF10A rerep: inducers of DNA re-replication in MCF 10A breast cells; MCF 10A DNA re-replication, Hoechst nuclear intensity, 48 h; Potency, µM (top dose mostly 46.1 µM), inactives show at the highest dose activity, positive = re-replication, most hits filed as activators; hit rate 2.9% among 350,000; note: potency is the fitted concentration of half-maximal effect; % of control where 0% means no effect; nearly all actives have a fitted effect of over 50% in size
HT1080-NT tox: kills 2HG-producing HT-1080-NT fibrosarcoma cells. HT-1080-NT fibrosarcoma viability, CellTiter-Glo ATP luminescence, 48 h. Potency, µM (series often up to 46.1 µM), without a hit: at the highest dose activity, negative = less viability, usual class: cytotoxic. hit rate 1.6% among 360,000;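 note: NT is the 2HG producing partner of a matched IDH1 knockdown line; potency is the fitted concentration of half-maximal effect; 0% = DMSO-treated cells and -100% = media-only wells without cells; nearly all actives have a fitted effect of over 55% in size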
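Compounds were tested in concentration-response format on HT-1080-NT cells for 48 hours at 37 degrees C. Cell viability came from CellTiter-Glo luminescence; curves were classified by r2, response magnitude and activity.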
GLP1R cytotox: cytotoxicity counter-screen for GLP-1 receptor inverse agonists | Potency, µM (titrated, usually from 38.3 µM), for the others: at the top dose activity change, negative = inhibition, actives largely listed as inhibitors | HEK293 cAMP-luciferase reporter cells, luminescence, 24 h | hit rate 0.13% among 410,000 | AID 624418;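 note: loss of luciferase light is scored as toxicity; potency is the fitted concentration of half-maximal effect; % is set by controls: 0 for no effect and ±100 for the full control effect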
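Luminescence readout: signal drop marks cytotoxicity. Plated cells grew 12 h at 37 °C, 5% CO2, received 23 nL compound for 24 h, then got luciferase reagent, read after 12 min at RT.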
IL1B secr inh: blocks inflammasome-driven IL-1 beta release | AID 743279 | hit rate 4.7% among 360,000 | THP-1 LPS/ATP IL-1B secretion, AlphaLISA, 16 h; hits give low values | activity change, % at 57.5 µM; in the data active = activity change below about -50%; inconclusive = mostly about -30% to -49%; note: % is set by controls: 0 for no effect and ±100 for the full control effect
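THP-1 cells pretreated 1 hr with compounds (up to 57.5 uM final), then stimulated with LPS (250 ng/mL final) plus ATP (1.25 mM final); secreted IL-1B measured by AlphaLISA after 16 hr, decreased signal indicating inhibition.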
* marks the source's active call; other numbers are inactive results; & = joins results of further samples; [ ] = dose if it differs, or a comment. Unless noted, calls come from the whole dose curve; as a rule, active = well fitted curve in the direction sought with a large enough effect; inconclusive = small, poorly fitted or top-dose-only effect, or another doubt; inactive = no such curve, though single readings can be large; an effect the other way counts as inactive or inconclusive. Rows were taken by chance (roughly 11% active in at least one column).

For COCCNc1nc(Nc2ccccc2Cl)c2sccc2n1 the results were KB-V1 MDR tox inconclusive, KB-3-1 tox inconclusive, DRD3 agonist 4, HT1080 IDH1KD tx inconclusive, HT1080-NT tox inconclusive, GLP1R cytotox -4% and IL1B secr inh -11.
`O=C(CN1C(=O)C2CCCCC2C1=O)OCc1nnc(-c2ccccc2)o1` (stereo not drawn) gave KB-V1 MDR tox -1%, KB-3-1 tox 6%, SW480 rereplic -7%, DRD3 agonist 14, HT1080 IDH1KD tx 13%, MCF10A rerep -1%, HT1080-NT tox 7%, GLP1R cytotox 4% and IL1B secr inh 5.
CCc1ccc(Oc2c(C(F)(F)F)oc3c(CN4CCN(C)CC4)c(O)ccc3c2=O)cc1 was read as KB-V1 MDR tox 0%, KB-3-1 tox -2%, DRD3 agonist -22 and GLP1R cytotox 16%.
For CCOc1ccc(S(=O)(=O)N2CCCC(C(=O)Nc3cc(C)cc(C)c3)C2)cc1 (stereo not drawn) the results were KB-V1 MDR tox -19%, KB-3-1 tox -3%, SW480 rereplic 4%, DRD3 agonist -9, HT1080 IDH1KD tx inconclusive, MCF10A rerep inconclusive, HT1080-NT tox 1%, GLP1R cytotox 8% and IL1B secr inh 19.
CN(Cc1ccco1)C(=O)c1c[nH]c2ccc(S(=O)(=O)Nc3ccc4c(c3)OCCO4)cc2c1=O was read as KB-V1 MDR tox -5%, KB-3-1 tox 5%, SW480 rereplic 2%&-2%, DRD3 agonist -3, HT1080 IDH1KD tx -5%, MCF10A rerep 0%&-35%, HT1080-NT tox 6%, GLP1R cytotox 0% and IL1B secr inh -7.
For CCC(=O)N(Cc1cc2ccccc2[nH]c1=O)C(C)C the results were KB-V1 MDR tox 2%, KB-3-1 tox 28%, SW480 rereplic -1%[9.22 µM], DRD3 agonist 2, HT1080 IDH1KD tx 5%, MCF10A rerep -3%, HT1080-NT tox 18%, GLP1R cytotox -4% and IL1B secr inh 0.
CC1(C)CC(NC(=O)c2cc(S(=O)(=O)N3CCOCC3)ccc2Cl)CC(C)(C)N1 was read as KB-V1 MDR tox 0%, KB-3-1 tox -2%, SW480 rereplic -8%, DRD3 agonist 11, HT1080 IDH1KD tx 2%, MCF10A rerep 1%, HT1080-NT tox -1%[9.24 µM], GLP1R cytotox 15% and IL1B secr inh -12.
Screening Cc1cc(O)cc(=O)n1Cc1ccco1 returned KB-V1 MDR tox 13%, KB-3-1 tox 22%, SW480 rereplic inconclusive, DRD3 agonist 1, HT1080 IDH1KD tx 18%, MCF10A rerep 0%, HT1080-NT tox 17%, GLP1R cytotox -1% and IL1B secr inh 7.
For NC(=O)Cn1c(=O)n(-c2ccc(F)c(Cl)c2)c(=O)c2sc3ccccc3c21 the results were KB-V1 MDR tox -22%, KB-3-1 tox 0%, DRD3 agonist 10 and GLP1R cytotox -9%.
`CSc1ccc(S(=O)(=O)N2CCC(C(=O)NCc3ccco3)CC2)cc1` gave KB-V1 MDR tox 1%, KB-3-1 tox 1%, SW480 rereplic -4%, DRD3 agonist 3, HT1080 IDH1KD tx -15%, MCF10A rerep 7%, HT1080-NT tox 4%, GLP1R cytotox -5% and IL1B secr inh -15.
O=C(Nc1nc2cc(Cl)ccc2s1)C1CCCN(S(=O)(=O)c2cccc3cccnc23)C1 (stereo not drawn) was read as KB-V1 MDR tox inconclusive, KB-3-1 tox inconclusive, SW480 rereplic 10%, DRD3 agonist -2, HT1080 IDH1KD tx inconclusive, MCF10A rerep inconclusive, HT1080-NT tox -3%, GLP1R cytotox 0% and IL1B secr inh -19.
Screening COc1ccc(CN(C)CC(=O)Nc2ccccc2C(=O)NC2CC2)cc1 returned KB-V1 MDR tox 0%, KB-3-1 tox inconclusive, SW480 rereplic -2%, DRD3 agonist -15, HT1080 IDH1KD tx 5%, MCF10A rerep 4%, HT1080-NT tox 9%, GLP1R cytotox 1% and IL1B secr inh 14.
For CC(C)n1nccc1NS(=O)(=O)c1ccccc1 the results were KB-V1 MDR tox 0%, KB-3-1 tox 10%, SW480 rereplic -1%, DRD3 agonist -1, HT1080 IDH1KD tx 15%, MCF10A rerep 21%, HT1080-NT tox 2%[9.24 µM], GLP1R cytotox 2% and IL1B secr inh -4.
`CC1(c2nc3ccccc3[nH]2)CCC(=O)N1Cc1ccc(F)cc1` (stereo not drawn) gave KB-V1 MDR tox 14%, KB-3-1 tox 0%, DRD3 agonist 8, HT1080 IDH1KD tx 17%, HT1080-NT tox 13%, GLP1R cytotox -2% and IL1B secr inh 17.
For O=C(CSc1n[nH]c(-c2cccs2)n1)N1CCCCC1 the results were KB-V1 MDR tox 1%, KB-3-1 tox -3%, SW480 rereplic -3%, DRD3 agonist -4, HT1080 IDH1KD tx 0%, MCF10A rerep 2%, HT1080-NT tox 9%, GLP1R cytotox -1% and IL1B secr inh 16.

Two compounds drawn at random from the list so far, as already listed:
`CC1(c2nc3ccccc3[nH]2)CCC(=O)N1Cc1ccc(F)cc1` (stereo not drawn) gave KB-V1 MDR tox 14%, KB-3-1 tox 0%, DRD3 agonist 8, HT1080 IDH1KD tx 17%, HT1080-NT tox 13%, GLP1R cytotox -2% and IL1B secr inh 17.
CN(Cc1ccco1)C(=O)c1c[nH]c2ccc(S(=O)(=O)Nc3ccc4c(c3)OCCO4)cc2c1=O was read as KB-V1 MDR tox -5%, KB-3-1 tox 5%, SW480 rereplic 2%&-2%, DRD3 agonist -3, HT1080 IDH1KD tx -5%, MCF10A rerep 0%&-35%, HT1080-NT tox 6%, GLP1R cytotox 0% and IL1B secr inh -7.

Additional entries follow:
CC(C)CCNc1cc(=O)n(C)c(=O)n1C was read as KB-V1 MDR tox 2%, KB-3-1 tox 0%, SW480 rereplic 1%[9.22 µM], DRD3 agonist 4, HT1080 IDH1KD tx 13%, MCF10A rerep 0%, HT1080-NT tox 16%, GLP1R cytotox 1% and IL1B secr inh 17.
`CO/N=C/c1ccc(Sc2ccccc2N)c([N+](=O)[O-])c1` gave KB-V1 MDR tox 0%, KB-3-1 tox 4%, SW480 rereplic 10%, DRD3 agonist 2, HT1080 IDH1KD tx -13%, MCF10A rerep 16%, HT1080-NT tox -3%, GLP1R cytotox -7% and IL1B secr inh 6.
For COC(=O)[C@@]1(Cc2ccc(F)cc2)[C@H]2c3cc(C(=O)N4CCCC4)n(CCc4ccc(OC)c(Br)c4)c3C[C@H]2CN1C(=O)c1ccccc1 the results were KB-V1 MDR tox inconclusive, KB-3-1 tox 26µM*, DRD3 agonist 2, HT1080 IDH1KD tx 1%, HT1080-NT tox 9%, GLP1R cytotox 4% and IL1B secr inh -67*.
For Cc1cccc(NC(=O)CSc2ncnc3nc[nH]c23)c1 the results were KB-V1 MDR tox 1%, KB-3-1 tox -16%, SW480 rereplic -3%, DRD3 agonist -13, HT1080 IDH1KD tx -2%, MCF10A rerep 4%, HT1080-NT tox 0%, GLP1R cytotox -16% and IL1B secr inh 34.
For N/C(=N\OC(=O)CCC1CCCCC1)c1ccccn1 the results were KB-V1 MDR tox 20%, KB-3-1 tox 1%, SW480 rereplic -19%, DRD3 agonist 2, HT1080 IDH1KD tx 0%, MCF10A rerep -1%, HT1080-NT tox 11%, GLP1R cytotox 3% and IL1B secr inh -20.
Screening Cc1oc(-c2ccccc2)[n+]([O-])c1C returned KB-V1 MDR tox 12%, KB-3-1 tox -2%, SW480 rereplic -12%, DRD3 agonist -3, HT1080 IDH1KD tx 9%, MCF10A rerep 0%, HT1080-NT tox 12%, GLP1R cytotox -7% and IL1B secr inh 0.
`CSCCC(N=C1NS(=O)(=O)c2ccccc21)C(=O)NCc1ccccc1F` (stereo not drawn) gave KB-V1 MDR tox 1%, KB-3-1 tox 0%, SW480 rereplic 0%, DRD3 agonist -5, HT1080 IDH1KD tx 0%, MCF10A rerep 12%, HT1080-NT tox 0%, GLP1R cytotox 14% and IL1B secr inh -10.
For Nc1nc(-c2cccs2)c(NC(=O)c2ccccc2)s1 the results were KB-V1 MDR tox 4%, KB-3-1 tox 1%, SW480 rereplic -4%, DRD3 agonist -18, HT1080 IDH1KD tx inconclusive, MCF10A rerep 1%, HT1080-NT tox -29%, GLP1R cytotox inconclusive and IL1B secr inh -95*.
`O=C(NCCC(=O)N1CCNC1=O)OCc1ccccc1` gave KB-V1 MDR tox -1%, KB-3-1 tox -1%, SW480 rereplic -7%, DRD3 agonist 4, HT1080 IDH1KD tx -4%, MCF10A rerep 0%, HT1080-NT tox -2%, GLP1R cytotox 0% and IL1B secr inh 29.
For Cc1ccc(N2CCN(C(=O)c3cnn(-c4ccc(F)cc4F)c3C3CCN(C(=O)OC(C)(C)C)CC3)CC2)c(C)c1 the results were KB-V1 MDR tox -1%, KB-3-1 tox -6%, DRD3 agonist -2 and GLP1R cytotox 4%.
CSCCC1NC(=O)C(C(C)=NNC(N)=O)=C1O (stereo not drawn) was read as KB-V1 MDR tox 0%, KB-3-1 tox 6%, SW480 rereplic -3%, DRD3 agonist -13, HT1080 IDH1KD tx 20%, MCF10A rerep -9%, HT1080-NT tox 12%, GLP1R cytotox -5% and IL1B secr inh 0.
`CC(C)(C)c1ccc(CC(=O)N2CCC2(C)C(=O)NCc2cccc3ccccc23)cc1` (stereo not drawn) gave KB-V1 MDR tox 2%, KB-3-1 tox 0%, DRD3 agonist -17, HT1080 IDH1KD tx 16µM*, HT1080-NT tox inconclusive, GLP1R cytotox -8% and IL1B secr inh inconclusive.
For CCCCNC(=O)N(CC)c1c(N)n(Cc2ccccc2)c(=O)[nH]c1=O the results were KB-V1 MDR tox 4%, KB-3-1 tox 3%, SW480 rereplic -2%, DRD3 agonist 0, HT1080 IDH1KD tx 1%, MCF10A rerep 3%, HT1080-NT tox -3%, GLP1R cytotox 1% and IL1B secr inh 21.
`Cc1ccc(C)c(N2CCN(C(=O)Cc3ccc(-n4c(=O)[nH]c5ccsc5c4=O)cc3)CC2)c1` gave KB-V1 MDR tox -16%, KB-3-1 tox -3%, SW480 rereplic -2%, DRD3 agonist 0, HT1080 IDH1KD tx -14%, MCF10A rerep inconclusive, HT1080-NT tox -8%, GLP1R cytotox 12% and IL1B secr inh inconclusive.

Compound activity from PubChem.
